Wee1 degr inh: human Wee1 degradation inhibition, primary screen; reporter increase, % at 5 µM; P30291; AID 1321; HeLa Luc-Wee1K328M stability, luciferase luminescence; 100% = proteasome inhibitor MG132 effect; hit rate 1.2% among 220,000;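 active means activation above the mean of all tested compounds plus 3 SD, set per screening run, cut at about 8.8% in these data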;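 further: cells exposed to compound for 20 h before luminescence read; 0% = DMSO alone and 100% = MG132 at 30 µM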
FXIIa inh 1536: blocks human coagulation factor XIIa protease activity; purified FXIIa, Boc-QGR-AMC fluorogenic substrate, 2 h; inhibition, % at 5 µM; hit rate 0.3% among 220,000; AID 800; in the data active means inhibition above about 40%;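 further: 0% = enzyme with no compound and 100% = blank without enzyme; many of its hits are not listed in these tables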
FXIa inh: inhibitors of human coagulation factor XIa; purified FXIa, Boc-Glu-Ala-Arg-AMC fluorogenic substrate; inhibition, % at 5 µM; hit rate 0.14% among 220,000; AID 798;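 active means inhibition of at least 40%; inactive means inhibition below 40%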;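 further: fluorescence of freed AMC excited at 355 nm; 0% = enzyme without compound and 100% = no enzyme blank; many of its hits are not listed in these tables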
hK5 inh: blocks human kallikrein 5 protease activity | Q9Y337 | recombinant hK5, fluorogenic AMC substrate cleavage | inhibition, % at 5 µM | hit rate 0.59% among 210,000 | AID 873;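 active means inhibition of 40% or more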;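 further: 0% = enzyme controls without compound and 100% = no-enzyme blanks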
Target sequence (Q9Y337 67-293 limits assumed): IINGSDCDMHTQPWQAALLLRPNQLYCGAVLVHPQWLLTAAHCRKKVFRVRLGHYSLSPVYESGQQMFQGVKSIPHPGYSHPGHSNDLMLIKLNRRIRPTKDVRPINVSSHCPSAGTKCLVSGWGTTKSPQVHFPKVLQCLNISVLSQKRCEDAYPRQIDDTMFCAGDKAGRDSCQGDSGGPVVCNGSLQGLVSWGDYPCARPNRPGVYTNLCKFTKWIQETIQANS
14-3-3 Bad inh: disrupts binding of bovine 14-3-3 zeta to phospho-Bad peptide. TR-FRET 14-3-3zeta/Dy647-pBad peptide displacement, 1 h. inhibition, % at 21.7 µM. hit rate 0.71% among 220,000. AID 781;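 active means inhibition above about 70%, limit read from the data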;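 further: 0% = full 14-3-3 plus peptide FRET controls and 100% = background without 14-3-3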
Target sequence (P63103 whole entry, looked up): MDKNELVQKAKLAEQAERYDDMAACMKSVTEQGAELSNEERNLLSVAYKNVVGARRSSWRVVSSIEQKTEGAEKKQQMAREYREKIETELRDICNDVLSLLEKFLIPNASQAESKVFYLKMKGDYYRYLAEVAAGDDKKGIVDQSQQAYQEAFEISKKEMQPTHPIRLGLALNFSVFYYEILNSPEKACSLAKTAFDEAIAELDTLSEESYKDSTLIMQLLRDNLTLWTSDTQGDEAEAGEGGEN
Runt-CBFb FRET: Runt domain-CBFb interaction inhibition; Q01196+Q13951; hit rate 0.46% among 220,000; AID 1496; Cerulean-Runt/Venus-CBFb FRET ratio 530/480, 1 h; inhibition, % at 20 µM;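 active means inhibition over about 50% at 20 µM in the single-dose screen, limit read from the data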;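 further: 0% = DMSO wells and 100% = excess unlabeled CBFb competitor control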
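Schedule: protein complex preformed 1 h, compound exposure 1 h, room temperature, dark; test system: Cerulean-labeled Runt domain protein; amount: 100 nM per protein; buffer or medium: Tris 50 mM pH 7.5, KCl, K2SO4, 0.01% BSA; read-out: loss of energy transfer signal; detection: FRET fluorescence; controls: 5 µM unlabeled CBFb as full-inhibition high control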
Runt-SMMHC FRET: Runt domain-CBFb-SMMHC interaction inhibition; Q01196+Q13951; Cerulean-Runt/Venus-CBFb-SMMHC FRET ratio 530/480, 1 h; inhibition, % at 20 µM; hit rate 0.74% among 220,000;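 active means mean inhibition across duplicate retests at 20 µM reaching about 50%, limit read from the data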;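 further: 0% = DMSO wells and 100% = wells with excess untagged CBFb-SMMHC; inhibitors lower the FRET ratio by blocking Runt binding to CBFb-SMMHC; some results filed as inactive read as strong as hits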
thrombin 1536: thrombin (human) inhibition; P00734; alpha-thrombin, Boc-VPR-AMC fluorogenic substrate cleavage; inhibition, % at 5 µM; hit rate 0.26% among 220,000;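 active means inhibition at or above 40%; inactive means inhibition below 40%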;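 further: 0% = enzyme with no compound and 100% = wells without enzyme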
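Material: Human alpha-thrombin protein | Buffer or medium: pH 7.5 Tris-saline with Tween 20 | Reagent: Boc-VPR-AMC substrate, 15 µM final | Schedule: Reaction at ambient temperature | Detection: AMC fluorescence at 355 nm excitation and 460 nm emission | Evaluation: Percent inhibition scaled between no-compound controls and no-enzyme blanks | Controls: no-compound enzyme wells and no-enzyme blanks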
Hck Nef HTS: human Hck-Nef kinase inhibition; P08631; Recombinant Hck-YEEI plus Nef, Z-Lyte FRET kinase assay; inhibition, % at 20 µM; hit rate 0.68% among 220,000; AID 463187;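 active means Hck-Nef kinase inhibition above about 50%, limit read from the data; inactive means inhibition below that limit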;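 further: 0% = DMSO with Hck plus Nef and 100% = Hck alone without Nef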
Target sequence (P08631 whole entry, looked up): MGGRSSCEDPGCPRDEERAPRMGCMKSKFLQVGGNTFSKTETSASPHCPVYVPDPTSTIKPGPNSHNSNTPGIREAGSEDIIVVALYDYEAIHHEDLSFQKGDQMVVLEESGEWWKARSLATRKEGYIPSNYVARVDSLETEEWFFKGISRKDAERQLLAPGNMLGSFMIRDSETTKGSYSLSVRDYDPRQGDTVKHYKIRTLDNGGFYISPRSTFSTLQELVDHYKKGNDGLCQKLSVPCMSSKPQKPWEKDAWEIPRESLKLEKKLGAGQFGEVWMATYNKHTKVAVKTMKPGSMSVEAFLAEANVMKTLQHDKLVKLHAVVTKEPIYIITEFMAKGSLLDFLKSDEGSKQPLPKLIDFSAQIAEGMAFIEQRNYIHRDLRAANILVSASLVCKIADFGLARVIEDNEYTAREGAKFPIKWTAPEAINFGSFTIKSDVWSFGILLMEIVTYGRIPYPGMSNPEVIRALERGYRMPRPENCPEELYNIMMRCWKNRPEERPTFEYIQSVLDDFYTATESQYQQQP
* hit, by the source's call; / = not tested or not shown; [ ] = another dose, or the depositor's remark.

SMILES | Wee1 degr inh | FXIIa inh 1536 | FXIa inh | hK5 inh | 14-3-3 Bad inh | Runt-CBFb FRET | Runt-SMMHC FRET | thrombin 1536 | Hck Nef HTS
COc1ccc(C2CC(c3ccccc3)=NN2C(=O)COC(=O)c2ccc(Cl)nc2)cc1 (stereo not given) | -2 | 3 | 4 | -7 | -6 | 2 | 1 | -7 | -2
CCC1(CC)NC(=O)NC1=O | -2 | -7 | 0 | -15 | 1 | 0 | -1 | -5 | -2
CNC(=O)/C(C#N)=C/c1cn(CC(=O)NCc2ccco2)c2ccccc12 | -2 | / | -4 | -4 | -7 | 1 | 1 | -5 | 0
COc1cccc(/C=N/NC(=S)Nc2cccc(C(=O)O)c2)c1O | -5 | 7 | 3 | -27 | 19 | -37 | -39 | 4 | -46
CCOC(=O)c1c(C)[nH]c(C(=O)COC(=O)C(C)Oc2ccc(Cl)cc2Cl)c1C (stereo not given) | 2 | 6 | 3 | -11 | 3 | -1 | 0 | -3 | 1
Nc1ccc(/C=C/C(=O)c2ccco2)cc1 | 0 | -1 | -5 | -5 | -18[fluorescence artefact?] | -61 | -174 | -3 | -7
COc1ccc(S(=O)(=O)N2c3ccccc3OCC2c2ccccc2)cc1 (stereo not given) | 4 | 10 | 5 | -6 | 3 | 2 | -4 | -6 | 0
CCOC(=O)Cn1cnc2c(nnn2Cc2ccc(Cl)cc2)c1=O | 1 | -2 | -10 | 12 | 8 | -2 | 1 | -3 | 2
CCC(=O)Nc1sccc1C(=O)OC | 2 | 8 | 2 | 17 | -5[fluorescence artefact?] | 1 | -2 | 7 | 3
Nc1nc(NCC2CCCO2)nc(NCC2CCCO2)c1[N+](=O)[O-] (stereo not given) | 0 | 17 | 7 | 4 | -3 | -1 | 5 | -10 | 1
N#Cc1c(C(F)(F)F)cc(-c2ccccc2)nc1SCC(=O)N1CCOCC1 | -3 | 28 | 20 | 0 | 36 | -2 | -9 | 3 | 0
Brc1ccc(CSc2nnc(-c3cnccn3)n2Cc2ccco2)cc1 | -1 | -9 | -7 | -7 | -9 | 14 | 4 | 0 | 3
CCc1ccc(NC(=O)CN(c2cccc(C)c2)S(C)(=O)=O)cc1 | -1 | 14 | 6 | -5 | 13 | 0 | 2 | 1 | 1
CCN(C(=O)CSc1nc(-c2ccccc2)c(-c2ccccc2)[nH]1)C1CCS(=O)(=O)C1 (stereo not given) | 1 | 14 | 4 | -12 | -9 | 1 | 2 | 5 | -1
Cc1cccc(C)c1NC(=O)CN(C)CC(=O)Nc1ccc(F)c(Cl)c1 | 2 | 5 | -1 | -1 | -11 | 1 | -1 | 12 | 22
Cn1cccc1-c1nc2ccccc2n1C | 1 | 5 | -6 | -3 | -5 | 3 | 1 | -18 | 19
ONc1cccnc1-n1nc(C(F)(F)F)cc1C(F)(F)F | 4 | 6 | -3 | 1 | -19 | -3 | -12 | -2 | 27
CC(Oc1ccc(-c2ccccc2)cc1)C(=O)N1CCOCC1 (stereo not given) | -1 | -6 | -6 | -6 | -2 | -1 | 4 | 2 | 0
Cc1ccc(OCC(=O)Nc2ccc(N(C)C)cc2)cc1 | 1 | 15 | 8 | 7 | -10 | 7 | 3 | 4 | 3
COC(=O)c1[nH]c2cccc(C)c2c1NC(=O)CN1CCN(C(=O)c2ccco2)CC1 | 0 | 19 | 3 | -10 | -7[fluorescence artefact?] | -2 | 0 | -7 | -1
COc1ccc(-n2c(SCC(=O)NNC(=O)c3ccc(C)cc3)nnc2-c2ccncc2)cc1 | 3 | 5 | 4 | -19 | 5 | 4 | 2 | 2 | 2
O=C(Nc1ccc(N2CCOCC2)nc1)c1ccc(C(F)(F)F)cc1 | 2 | 2 | -6 | -5 | -15 | 0 | -4 | -12 | 17
COC(=O)c1ccc(C23CC4(C2)[C@H](CN(C)[C@@H]4c2ccccc2)C3c2ccc(C(F)(F)F)cc2)cc1 (stereo not given in full) | / | 2 | -1 | -1 | -9 | 0 | 2 | -4 | 28
COc1ccc(/C=C/C(=O)NCCc2ccc(S(N)(=O)=O)cc2)cc1 | 1 | 16 | 8 | -22 | -15 | 2 | 3 | 2 | 3
Cc1ccc2nsnc2c1S(=O)(=O)NCCc1c(C)[nH]c2ccc(F)cc12 | -1 | 14 | 5 | -6 | 5 | 0 | 2 | 0 | 1
CCCCN(CC)CCCNC(=O)Cn1nc(Cc2ccncc2)c2ccccc2c1=O | 3 | 7 | -4 | -3 | / | -1 | 1 | -5 | -1
NS(=O)(=O)c1ccc(NC(=S)NC(=O)c2ccc(Br)o2)cc1 | 1 | 5 | 1 | 5 | -13 | 7 | 6 | -5 | 25
COc1ccc(-c2nnc(SCC(=O)NCc3cccs3)n2C(C)C)cc1 | -1 | 14 | -1 | 2 | 2 | 0 | 0 | 1 | 0
CCOc1cc(/C=N\NC(=O)C2C(=O)NCC2c2ccccc2)ccc1OC (stereo not given) | 0 | 6 | 6 | -12 | 11[fluorescence artefact?] | 0 | -1 | -8 | 8
Cc1nc(Nc2nc3ccccc3o2)nc2c1CCC2 | 1 | 5 | 2 | -1 | 0 | -1 | 5 | -3 | 0
CCOC(=O)c1ccc(NC(=O)Cn2nnc(-c3ccc(C)cc3)n2)cc1 | -5 | 8 | -3 | 12 | 11 | -113 | 2 | -3 | 8
Cc1oc(-c2ccc(Cl)cc2)nc1CN1CCCC(C(=O)NCCCN2CCOCC2)C1 (stereo not given) | -1 | 13 | 3 | 4 | -9 | -2 | -3 | 4 | 0
CSc1nc(SCCN(C)C)c2c3c(sc2n1)COC(C)(C)C3 | -1 | 4 | -1 | -1 | -13 | 1 | 4 | -4 | 12
CCn1c(SCC(=O)NCc2ccco2)nnc1-c1c[nH]c2ccccc12 | -1 | 0 | 7 | 0 | -7 | 3 | -4 | 5 | 0
COc1ccccc1CNC(=O)COC(=O)Cn1cnc2ccccc21 | -1 | 5 | 5 | 13 | -16 | -1 | -3 | -2 | 20
COC(=O)c1ccccc1N=C(SC)N(C)C | -2 | 19 | 15 | -6 | 47[fluorescence artefact?] | 1 | 0 | -2 | -2
CCCN1C(=O)c2ccc(C(=O)Nc3nccs3)cc2C1=O | -2 | 10 | 7 | 8 | 3 | 0 | 2 | -4 | 6
COC(=O)C(C(C)=O)C1=C/C(=N\S(=O)(=O)c2ccc(C)cc2)c2ccccc2C1=O (stereo not given) | 1 | 18 | 0 | -1 | -6 | 25 | 15 | 6 | -2
CCOC(=O)N1C(=O)C2(CCCCC2)N(c2ccccc2Cl)C1=S | 3 | 2 | 0 | -12 | 13[fluorescence artefact?] | -2 | 0 | -9 | 2
CCCCSc1nc2ccccc2[nH]1 | 7 | 2 | -6 | -4 | -4 | 1 | -1 | -12 | 16
O=C(NCCN1CCCCC1)c1cc2ccccc2[nH]1 | 1 | -1 | -1 | -13 | 8[fluorescence artefact?] | -3 | -1 | 0 | -6
CSC1=N/C(=C\c2ccc(C)s2)C(=O)S1 | -1 | 7 | 2 | -13 | 5[fluorescence artefact?] | -3 | -4 | -4 | 3
S=C(Nc1ccccc1)NC1CCN(Cc2ccccc2)CC1 | 2 | 1 | -3 | -1 | -9 | 2 | -4 | -5 | 17
Cc1ccc2c(c1)/C(=N/OC(=O)c1ccc(F)cc1)CCS2 | -1 | -4 | -3 | -3 | 14 | 2 | 2 | -5 | 3
CCN(CC)C(=S)SCC(=O)Nc1ncc2c(n1)CC(C)(C)CC2=O | -2 | 6 | -1 | -1 | -11 | 2 | 2 | -4 | 13
COc1ccc(C(=O)CSc2n[nH]c(-c3ccco3)n2)cc1 | -1 | 14 | 6 | -275 | 5 | 9 | 0 | 1 | -6
Cn1c(Cl)c(/C=N/OC(=O)C(C)(C)C)c2ccccc21 | 5 | 3 | -1 | 1 | -5 | -3 | 2 | 5 | 8
Cc1ccc(N2C(=O)N(CC(=O)N3CCCc4ccccc43)C(=O)C2C)cc1 (stereo not given) | -3 | 16 | 5 | 1 | 11 | / | -7 | 6 | -1
O=C(N/N=C1\CCc2ccccc21)c1ccc(O)cc1 | 8 | / | -2 | -1 | -8 | 2 | -5 | 0 | 25
CC(C(=O)Nc1ccccc1)c1ccc(-c2ccccc2)c(F)c1 (stereo not given) | 0 | -7 | -11 | -37 | 5 | 1 | 0 | -16 | 3
Cn1c(C(=O)N2CCN(Cc3ccc4c(c3)OCO4)CC2)cc2c(=O)n(C)c3ccccc3c21 | 1 | 9 | -3 | -14 | 3 | 1 | 2 | -8 | 1
CN(Cc1nc(Cc2cccc(F)c2)no1)CC1COCCO1 (stereo not given) | -2 | 9 | 3 | 6 | 13 | / | / | 3 | 22
CC(NC(=O)NCCCn1ccnc1)(C(F)(F)F)C(F)(F)F | -1 | 10 | 4 | -13 | -9[fluorescence artefact?] | 0 | 0 | 3 | 0
CC(C)(C)n1nnnc1CN1CCN(C2CCCC2)CC1 | -3 | 7 | 0 | -13 | 8 | -1 | 12 | 2 | 0

Laid out differently: 10 of the compounds above
| canonical_smiles | Wee1 degr inh | FXIIa inh 1536 | FXIa inh | hK5 inh | 14-3-3 Bad inh | Runt-CBFb FRET | Runt-SMMHC FRET | thrombin 1536 | Hck Nef HTS |
| --- | --- | --- | --- | --- | --- | --- | --- | --- | --- |
| CCN(CC)C(=S)SCC(=O)Nc1ncc2c(n1)CC(C)(C)CC2=O | -2 | 6 | -1 | -1 | -11 | 2 | 2 | -4 | 13 |
| COc1ccc(C(=O)CSc2n[nH]c(-c3ccco3)n2)cc1 | -1 | 14 | 6 | -275 | 5 | 9 | 0 | 1 | -6 |
| Cn1c(Cl)c(/C=N/OC(=O)C(C)(C)C)c2ccccc21 | 5 | 3 | -1 | 1 | -5 | -3 | 2 | 5 | 8 |
| Cc1ccc(N2C(=O)N(CC(=O)N3CCCc4ccccc43)C(=O)C2C)cc1 (stereo not given) | -3 | 16 | 5 | 1 | 11 | / | -7 | 6 | -1 |
| O=C(N/N=C1\CCc2ccccc21)c1ccc(O)cc1 | 8 | / | -2 | -1 | -8 | 2 | -5 | 0 | 25 |
| CC(C(=O)Nc1ccccc1)c1ccc(-c2ccccc2)c(F)c1 (stereo not given) | 0 | -7 | -11 | -37 | 5 | 1 | 0 | -16 | 3 |
| Cn1c(C(=O)N2CCN(Cc3ccc4c(c3)OCO4)CC2)cc2c(=O)n(C)c3ccccc3c21 | 1 | 9 | -3 | -14 | 3 | 1 | 2 | -8 | 1 |
| CN(Cc1nc(Cc2cccc(F)c2)no1)CC1COCCO1 (stereo not given) | -2 | 9 | 3 | 6 | 13 | / | / | 3 | 22 |
| CC(NC(=O)NCCCn1ccnc1)(C(F)(F)F)C(F)(F)F | -1 | 10 | 4 | -13 | -9[fluorescence artefact?] | 0 | 0 | 3 | 0 |
| CC(C)(C)n1nnnc1CN1CCN(C2CCCC2)CC1 | -3 | 7 | 0 | -13 | 8 | -1 | 12 | 2 | 0 |

Bioassay records from PubChem BioAssay.
